Source: PubChem BioAssay (several laboratories)
iPSC survival up = enhancers of single-cell hiPSC survival, primary screen, ATPlite luminescence | 100% = ROCK inhibitor wells, 0% = DMSO | AID 602274, 2012 | hit rate 0.044% among 360,000 | survival enhancement, % at 20 µM; in the data active means survival enhancement above about 18%;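 further: cells exposed to compounds for 16 hours before the ATP read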
CaV13 ICDI inh = Disruptors of the CACNA1D IQ motif to Ca2+-dependent inactivation inhibitor domain association, primary screening, Förster resonance energy transfer in intact living … | HEK cells, CFP/YFP FRET ICDI-IQ, plate reader, 10 min; percent FRET-ratio fall versus neutral wells | inhibition, % at 12.3 µM | hit rate 0.098% among 340,000 | AID 743397;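 active means mean replicate inhibition of at least 30% and at least 1% of replicates passing that level; inconclusive means only one of the two criteria is met; inactive means neither criterion is met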;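 further: 0% = median of the neutral control wells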
HIF-2a block = HIF-2a reporter inhibitors, primary screen, luminescence, 786-0 RCC cells. 786-0 RCC cells HIF-2a reporter, luciferase luminescence, overnight. inhibition, % at 18.8 µM. hit rate 0.72% among 360,000. AID 624352, 2012;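 active means inhibition of the luminescence signal of 40% or more relative to plate controls, in a single-dose primary screen at 18.75 µM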
PDI turbidity = inhibitors of human PDI, primary screen, biochemical, turbidity, single point, plate reader; Protein disulfide-isomerase (Homo sapiens), P07237; PDI insulin aggregation turbidity, A650, 90 min; inhibition, % at 10 µM; hit rate 0.052% among 350,000;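 active means mean inhibition across replicates of 30% or more, whatever share of single replicates reach that level; inconclusive means mean inhibition below 30% while every single replicate reaches 30%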;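 further: absorbance from insulin aggregation driven by PDI reduction with DTT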
Target sequence (P07237 whole entry, looked up): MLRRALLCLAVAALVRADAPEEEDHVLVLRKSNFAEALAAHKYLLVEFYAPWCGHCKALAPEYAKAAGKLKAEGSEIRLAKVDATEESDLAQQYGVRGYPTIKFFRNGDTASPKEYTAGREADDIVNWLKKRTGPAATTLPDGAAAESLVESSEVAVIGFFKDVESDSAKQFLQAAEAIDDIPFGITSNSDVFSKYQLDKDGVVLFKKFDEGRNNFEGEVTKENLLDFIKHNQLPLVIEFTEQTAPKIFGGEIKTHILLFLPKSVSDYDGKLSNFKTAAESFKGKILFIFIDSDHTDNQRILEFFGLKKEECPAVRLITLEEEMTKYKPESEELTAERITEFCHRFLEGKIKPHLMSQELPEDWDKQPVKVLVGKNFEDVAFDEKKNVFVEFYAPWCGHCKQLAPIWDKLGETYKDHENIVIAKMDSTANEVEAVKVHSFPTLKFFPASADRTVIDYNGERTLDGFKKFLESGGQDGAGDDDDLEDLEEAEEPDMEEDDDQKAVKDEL
Peg3 promoter = Peg3 promoter-driven luciferase inhibitors, primary screen, cell-based, HeLa, luciferase luminescence. hit rate 1.7% among 360,000. inhibition, % at 20 µM. HeLa PEG-Prom luciferase reporter, overnight;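 active means inhibition of at least 50% at 20 µM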
m5-HT2A agonist = mouse Htr2a agonists via beta-arrestin recruitment, primary screen, cell-based, luminescence; hit rate 0.66% among 360,000; 5-hydroxytryptamine receptor 2A (Mus musculus), P35363; AID 624169, 2012; CHO-K1 mHTR2A beta-arrestin complementation; percent of 30 µM serotonin response; activation, % at 7.6 µM;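 active means activation above a run cutoff, the mean activation of all tested compounds plus 3 SD, cut at about 14% in these data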;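 further: 0% = plate median of compound wells and 100% = 30 µM serotonin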
NR2E3 ag-1 = NR2E3 agonists in two-hybrid cells, primary screen, cell-based, luminescence, CHO-S, Gal4-NCOR/VP16-NR2E3. inhibition of corepressor binding, % at 3.98 µM. AID 602229, 2012. Photoreceptor-specific nuclear receptor (Homo sapiens), Q9Y5X4. luciferase. hit rate 0.35% among 360,000;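 active means inhibition above the mean of all tested compounds plus 3 SD, cut at about 70% in these data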;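 further: 0% = DMSO with NR2E3 transfected cells and 100% = cells lacking NR2E3 construct; higher means lower luciferase signal from less NR2E3 corepressor binding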
Target sequence (Q9Y5X4 whole entry, looked up, the tested form may be a part): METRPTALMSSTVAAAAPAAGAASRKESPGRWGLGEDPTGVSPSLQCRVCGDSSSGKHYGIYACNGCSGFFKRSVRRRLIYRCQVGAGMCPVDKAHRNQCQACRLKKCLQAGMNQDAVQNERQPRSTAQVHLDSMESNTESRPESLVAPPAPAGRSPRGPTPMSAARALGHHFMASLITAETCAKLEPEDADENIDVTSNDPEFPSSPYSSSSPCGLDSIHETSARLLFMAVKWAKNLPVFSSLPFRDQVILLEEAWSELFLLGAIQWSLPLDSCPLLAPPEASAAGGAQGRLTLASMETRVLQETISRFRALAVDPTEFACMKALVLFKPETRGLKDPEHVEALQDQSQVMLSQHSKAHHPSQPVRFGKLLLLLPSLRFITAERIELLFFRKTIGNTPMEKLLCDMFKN
MITF TRPM1 inh = inhibitors of MITF-dependent TRPM1 promoter reporter, primary screen, cell-based, SK-MEL-5, single point, luciferase; SK-MEL-5 TRPM1 promoter luciferase, 24 h; inhibition, % at 12.5 µM; hit rate 0.83% among 330,000; AID 488899, 2010;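 active means mean inhibition across replicates of 60% or more, whatever share of single replicates reaches that level; inconclusive means some that reach 60%, reason not given; inactive means mean inhibition across replicates below 60%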; further: values of inactives mirror those of a sister screen read the other way
NR2E3 ag-2 = inhibitors of NR2E3-RetCOR corepressor binding, primary screen, NR2E3 agonist project, biochemical, TR-FRET, GST-NR2E3, biotin-RetCOR | Photoreceptor-specific nuclear receptor (Homo sapiens), Q9Y5X4 | hit rate 0.12% among 320,000 | 1536-well | AID 2300, 2010 | inhibition of corepressor binding, % at 4.78 µM;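 active means percent inhibition above the cutoff of mean plus 3 SD of all tested compounds, set per screening campaign, cut at about 20% in these data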;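 further: 0% = DMSO wells and 100% = biotin wells as full block of FRET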
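Assay system: NR2E3–RetCOR corepressor complex. Quantity: 1.35 nM GST-NR2E3. Buffer or medium: pH 7.5 Tris-based buffer. Reagent: biotinylated RetCOR corepressor at 7 nM final. Schedule: 5 h at 4 °C. Detection: TR-FRET, emission read at 617 and 671 nm. Replicates: one well per compound, singlicate testing.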
Shn3 3UTR inh = reduction of Shn3 3'UTR firefly luciferase signal, primary screen, Schnurri-3 inhibitor project, cell-based, Clone20 osteoblasts, set 2 | hit rate 0.52% among 360,000 | Clone20 osteoblast Shn3 3'UTR firefly luciferase, 24 h | inhibition, % at 12.5 µM | AID 588674, 2011;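 active means mean inhibition of at least 75% with every replicate also reaching 75%; inconclusive means mean inhibition at least 75% but some replicate below; inactive means mean inhibition below 75%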;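 further: 0% = median of neutral control wells and 100% = pilot-screen positive control compound; some compounds past the cut are filed as inactive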
Cardio protect = cardioprotection against H2O2-induced cell death, primary screen, uHTS, H9c2 cells, ATPLite luminescence; H9c2 cardiomyocytes, H2O2 injury protection, 2 h; protection from H2O2 cell death, % at 20 µM; hit rate 0.63% among 360,000; AID 588492, 2011;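 active means compounds giving at least 50% protection of heart cells from peroxide-induced death in the single-dose screen, raw or plate-pattern-corrected value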;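 further: 0% = DMSO wells with peroxide and 100% = DMSO wells without peroxide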
Numbers without * were called inactive; ? = inconclusive; · = no result given. This is a random part of the collection. About 3.9% of those tested had a hit in this group.

#1 Cc1ccc(S(=O)(=O)N2CCCC2C(=O)NCc2ccncc2)cc1 (stereo not given)
#2 COc1ccc(C(CNC(=O)c2ccco2)N2CCCCC2)cc1 (stereo not given)
#3 CC(C)C(=O)Nc1c(-c2ccc(Cl)cc2)c(=O)c2ccccc2n1C
#4 N#Cc1cn(CC(=O)N2CCCc3ccccc32)c2ccccc12
#5 CN(C)c1ccc(-c2ccnc3c2CC(C)(C(=O)NCc2cccc(Cl)c2)O3)cc1 (stereo not given)
#6 Cc1ccc(C(=O)NNC(=O)c2ccccc2OCc2c(C)noc2C)cc1
entry no.,1,2,3,4,5,6
iPSC survival up,0.2,0.9,-0.5,-1.1,-2.3,-0.4
CaV13 ICDI inh,·,3,-2,·,-6,-13
HIF-2a block,4,-15,18,14,3,2
PDI turbidity,5,4,-3,-7,-7,2
Peg3 promoter,8,-20,16,11,14,10
m5-HT2A agonist,3,-1,10,2,5,-4
NR2E3 ag-1,4,-50,-53,-9,11,-16
MITF TRPM1 inh,5,-5,4,15,·,4
NR2E3 ag-2,1,0,-5,3,·,·
Shn3 3UTR inh,-5,-5,4,-41,-12,7
Cardio protect,-7,2,8,2,3,-1

#7 N#Cc1ccccc1N/C=C/C(=O)c1ccc(Cl)cc1
#8 CCNc1nc(OC)nc(Oc2ccc(C(=O)OC)cc2)n1
#9 CC(C)CCNC(=O)C12CN(Cc3ccccc3)CC1C(c1cccc([N+](=O)[O-])c1)=NO2 (stereo not given)
#10 COCCN(C(=O)c1cccc(OC)c1)c1nnc(-c2ccncc2)s1
#11 Cc1ccc(S(=O)(=O)N2CCN(Cc3ccccc3)CC2)c(C)c1N(C)S(=O)(=O)c1ccccc1
#12 Cc1c(-c2ccccc2Br)nc2ccccc2c1C(=O)O
entry no.,7,8,9,10,11,12
iPSC survival up,-0.6,7.0,-1.7,-2.2,1.2,-2.6
CaV13 ICDI inh,-5,-4,-5,·,-3,-5
HIF-2a block,-182,12,-11,-9,18,17
PDI turbidity,-6,11,-2,0,10,-6
Peg3 promoter,-223,16,6,-5,10,-5
m5-HT2A agonist,-8,2,-3,2,1,0
NR2E3 ag-1,-137,-17,0,-2,0,-2
MITF TRPM1 inh,·,1,2,9,5,-2
NR2E3 ag-2,-1,1,1,0,-2,·
Shn3 3UTR inh,-20,8,20,7,23,-17
Cardio protect,-12,10,-2,4,5,8

#13 O=c1[nH]c2c(s1)C(c1ccco1)C1C3CCC(C3)C1S2 (stereo not given)
#14 Cc1sc2ncnc(N3CCN(S(=O)(=O)c4ccc(Br)cc4)CC3)c2c1C
#15 Cc1ccc(NC(=O)CCNC(=O)Cn2ccc3ccccc3c2=O)cc1F
#16 CSc1nc(N)nc(SCCS(=O)(=O)c2ccc(Cl)cc2)c1C#N
#17 CC(=O)NC(NC(=S)Nc1ccc(C)cc1C)C(Cl)(Cl)Cl (stereo not given)
#18 O=C(Nc1ccccc1C(=O)Nc1ccc(Cl)cc1)c1cccnc1
entry no.,13,14,15,16,17,18
iPSC survival up,0.2,0.1,-0.6,3.7,-0.6,-0.6
CaV13 ICDI inh,·,·,-2,-8,-7,-5
HIF-2a block,2,15,3,-4,17,-37
PDI turbidity,-1,-2,-2,-10,3,1
Peg3 promoter,16,5,21,33,21,-10
m5-HT2A agonist,2,2,-3,-4,-1,-3
NR2E3 ag-1,-15,-1,-16,10,15,-19
MITF TRPM1 inh,-1,18,0,2,-11,1
NR2E3 ag-2,7,4,-2,-2,3,-1
Shn3 3UTR inh,-19,83,-12,7,-1,-14
Cardio protect,6,-15,-5,3,0,-2

#19 COc1cccc(CC(=O)Nc2cc(S(=O)(=O)N3CCOCC3)ccc2N2CCOCC2)c1
#20 CCCCN1C(=O)C(=O)N(CC(=O)N2N=C3/C(=C/c4ccco4)CCCC3C2c2ccco2)C1=O (stereo not given)
#21 CCOc1ccccc1C(=O)Nc1nnc(Cc2ccc(OC)c(OC)c2)s1
#22 CCCCOc1ccc(/C=N/NC(=O)c2nnn(-c3nonc3N)c2C)cc1
#23 CN1CCN(C(=O)C2CCN(c3ncnc4c3nc3n4CCCCC3)CC2)CC1
#24 CC1=C(C(=O)N2CCCCCC2)CC(CC(=O)NCCCN(C)C)C(=O)N1Cc1ccc(F)cc1 (stereo not given)
entry no.,19,20,21,22,23,24
iPSC survival up,0.0,-0.5,0.3,-0.6,0.3,-0.7
CaV13 ICDI inh,-3,-2,-4,-2,-2,-14
HIF-2a block,8,-23,-1,12,11,9
PDI turbidity,4,5,4,-5,6,·
Peg3 promoter,9,-16,12,-19,5,·
m5-HT2A agonist,-7,-1,5,-4,-2,-3
NR2E3 ag-1,-2,-7,-8,-19,28,-15
MITF TRPM1 inh,-7,0,-10,-24,0,·
NR2E3 ag-2,-2,5,1,-5,0,·
Shn3 3UTR inh,-3,10,18,-8,3,·
Cardio protect,3,-10,2,-10,-4,·

Look-ups from above.
Cardio protect with COc1cccc(CC(=O)Nc2cc(S(=O)(=O)N3CCOCC3)ccc2N2CCOCC2)c1 reads 3
CaV13 ICDI inh with CCOc1ccccc1C(=O)Nc1nnc(Cc2ccc(OC)c(OC)c2)s1 reads -4

Next compounds.
#25 COc1ccc(CN2C(=O)c3cccnc3C2=O)cc1S(=O)(=O)NCc1ccc(C)o1
#26 CC(=O)c1c(C)[nH]c(C(=O)CN2C(=O)NC3(CCCCC3)C2=O)c1C
#27 Cc1cc(OCC(O)CN(C)C(=O)C(C)Oc2ccccc2)ccc1Cl (stereo not given)
#28 C=CCn1c(C)nnc1SCC(=O)N1CCN(S(=O)(=O)c2ccccc2)CC1
#29 COc1ccc(-c2cc(C(F)(F)F)n3ncc(C(=O)N(C)Cc4ccccc4)c3n2)cc1
#30 COc1ccc(CCNC(=O)CCS(=O)(=O)c2ccc3c(c2)oc(=O)n3C)cc1OC
entry no.,25,26,27,28,29,30
iPSC survival up,-0.5,0.7,-0.9,-0.5,0.3,-0.3
CaV13 ICDI inh,-14,-6,-6,-6,-6,-2
HIF-2a block,1,-20,18,12,15,2
PDI turbidity,-5,-12,1,2,-2,1
Peg3 promoter,7,-45,16,8,26,7
m5-HT2A agonist,1,-1,-3,1,-5,5
NR2E3 ag-1,-23,26,2,-9,-12,10
MITF TRPM1 inh,5,-8,7,-5,4,-6
NR2E3 ag-2,0,·,3,1,-1,-2
Shn3 3UTR inh,-2,-13,-21,-2,13,-1
Cardio protect,-1,7,-2,0,8,0

#31 CC(C)(C)NC(=O)CN(CCc1ccccc1)C(=O)c1csnn1
#32 CC1(C(=O)Nc2cccc(OC(F)(F)F)c2)Cc2c(-c3cccc(C(F)(F)F)c3)ccnc2O1 (stereo not given)
#33 Cc1cc(C(F)(F)F)nc(NNc2nc(C)cc(C(F)(F)F)n2)n1
#34 CC(=O)Nc1ccc(SCC(=O)c2cc(C)n(CC(F)(F)F)c2C)cc1
#35 O=C(Nc1ccccn1)c1cc(-n2cnnc2)ccc1Cl
#36 O=C(CSc1ccc2nnc(-c3ccccc3)n2n1)NCc1ccco1
entry no.,31,32,33,34,35,36
iPSC survival up,2.4,-3.1,5.7,-1.9,0.9,-1.5
CaV13 ICDI inh,-3,-5,-5,-5,·,-4
HIF-2a block,3,10,17,-79,12,-6
PDI turbidity,3,-3,7,14,-7,4
Peg3 promoter,-5,14,2,-211,8,5
m5-HT2A agonist,2,3,2,0,0,-1
NR2E3 ag-1,8,27,14,-74,-4,-2
MITF TRPM1 inh,2,·,·,-26,1,5
NR2E3 ag-2,2,·,·,-3,-1,-2
Shn3 3UTR inh,4,22,-17,-59,0,9
Cardio protect,5,-2,1,-4,-1,6

Three entries from above, arranged by the number in HIF-2a block, rising:
| nr | Compound | CaV13 ICDI inh | HIF-2a block | PDI turbidity | Peg3 promoter | m5-HT2A agonist | NR2E3 ag-1 | MITF TRPM1 inh | NR2E3 ag-2 | Shn3 3UTR inh |
| --- | --- | --- | --- | --- | --- | --- | --- | --- | --- | --- |
| 7 | N#Cc1ccccc1N/C=C/C(=O)c1ccc(Cl)cc1 | -5 | -182 | -6 | -223 | -8 | -137 | · | -1 | -20 |
| 10 | COCCN(C(=O)c1cccc(OC)c1)c1nnc(-c2ccncc2)s1 | · | -9 | 0 | -5 | 2 | -2 | 9 | 0 | 7 |
| 27 | Cc1cc(OCC(O)CN(C)C(=O)C(C)Oc2ccccc2)ccc1Cl (stereo not given) | -6 | 18 | 1 | 16 | -3 | 2 | 7 | 3 | -21 |

Going on with the list.
#37 O=C(O)c1ccc(Cn2ccc3ccccc32)o1
#38 CNC(=O)c1ccsc1NC(=O)c1ccc2c(c1)CCCC2
#39 Cc1ccc(NC(=O)CN(C)C(=O)COc2cc(F)ccc2[N+](=O)[O-])cc1
#40 CCCNC(=O)N1CCN(S(C)(=O)=O)CC1
#41 O=C(CCN1C(=O)/C(=C\c2cccc(Br)c2)SC1=S)NCCCN1CCOCC1
#42 COc1ccc(C(=O)O)cc1S(=O)(=O)NC1CCN(Cc2ccccc2)CC1
#43 CCN(CC)c1ccc(/C=N/NC(=O)c2ccco2)c(O)c1
entry no.,37,38,39,40,41,42,43
iPSC survival up,0.8,-1.9,-0.9,1.1,-0.4,6.8,-0.4
CaV13 ICDI inh,-2,-7,0,-4,-3,-5,-7
HIF-2a block,13,-234,18,18,-2,9,-298
PDI turbidity,3,7,4,3,3,13,-3
Peg3 promoter,16,-132,-5,2,42,-2,-93
m5-HT2A agonist,6,-2,-2,2,-4,0,0
NR2E3 ag-1,-7,-110,0,-15,-16,-4,-63
MITF TRPM1 inh,16,-48,21,-4,-2,-8,0
NR2E3 ag-2,2,-3,3,-1,-3,·,0
Shn3 3UTR inh,8,-36,?,-1,-25,-7,70
Cardio protect,-1,-19,-8,0,-15,-4,16
